PDI inh – PDI (human) enzyme inhibition; P07237; PDI insulin aggregation turbidity, A650, 90 min; inhibition, % at 10 µM; hit rate 0.052% among 350,000;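 active means mean inhibition across replicates of 30% or more, whatever share of single replicates reach that level; inconclusive means mean inhibition below 30% while every single replicate reaches 30%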;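 further: absorbance from insulin aggregation driven by PDI reduction with DTT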
Target sequence (P07237 whole entry, looked up): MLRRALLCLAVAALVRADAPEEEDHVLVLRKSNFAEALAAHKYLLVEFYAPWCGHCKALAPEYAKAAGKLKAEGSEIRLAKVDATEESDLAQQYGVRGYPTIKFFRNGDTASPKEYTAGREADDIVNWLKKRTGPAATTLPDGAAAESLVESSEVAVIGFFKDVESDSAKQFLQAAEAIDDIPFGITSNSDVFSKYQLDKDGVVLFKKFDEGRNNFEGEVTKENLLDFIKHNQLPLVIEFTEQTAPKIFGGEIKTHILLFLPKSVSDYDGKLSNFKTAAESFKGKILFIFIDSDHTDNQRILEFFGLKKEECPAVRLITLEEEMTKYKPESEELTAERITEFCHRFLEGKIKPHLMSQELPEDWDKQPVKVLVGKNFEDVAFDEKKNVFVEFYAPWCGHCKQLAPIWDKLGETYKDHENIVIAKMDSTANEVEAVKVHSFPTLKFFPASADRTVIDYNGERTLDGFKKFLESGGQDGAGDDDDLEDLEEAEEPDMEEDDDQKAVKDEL
NR2E3 ag-1 – NR2E3 (human) agonism. GST-NR2E3/biotin-RetCOR TR-FRET, 1536-well. Q9Y5X4. AID 2300. inhibition of corepressor binding, % at 4.78 µM. hit rate 0.12% among 320,000;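 active means percent inhibition above the cutoff of mean plus 3 SD of all tested compounds, set per screening campaign, cut at about 20% in these data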;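 further: 0% = DMSO wells and 100% = biotin wells as full block of FRET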
Target sequence (Q9Y5X4 whole entry, looked up): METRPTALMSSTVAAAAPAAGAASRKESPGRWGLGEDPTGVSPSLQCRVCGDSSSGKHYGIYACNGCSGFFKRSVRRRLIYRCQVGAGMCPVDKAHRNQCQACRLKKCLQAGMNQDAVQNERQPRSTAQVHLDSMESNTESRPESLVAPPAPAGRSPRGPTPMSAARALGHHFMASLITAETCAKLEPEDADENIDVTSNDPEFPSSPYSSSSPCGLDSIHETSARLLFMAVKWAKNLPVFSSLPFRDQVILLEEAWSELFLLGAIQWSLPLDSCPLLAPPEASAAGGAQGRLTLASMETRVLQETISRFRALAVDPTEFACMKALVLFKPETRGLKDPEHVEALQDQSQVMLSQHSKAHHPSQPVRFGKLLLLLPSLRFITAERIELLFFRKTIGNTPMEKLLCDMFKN
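System: GST-NR2E3 and biotin-RetCOR proteins; probe or stimulus: 7 nM biotin-RetCOR; doses: compound at 4.8 µM, single dose; schedule: Compound–protein incubation for 5 h at 4 °C; detection: time-resolved FRET; read-out: percent inhibition; controls: biotin wells as high control, 0.6% DMSO wells as low control; format: 1536-well plates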
CF NFkB block – blocks PAF-induced NF-kB reporter in cystic fibrosis cells. inhibition, % at 5 µM. AID 588850. hit rate 0.86% among 360,000. KKLEB NF-kB-GFP reporter, GFP fluorescence overnight;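 active means at least 50% inhibition at 5 µM, scaled per plate between neutral and stimulator controls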;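 further: PAF is a Pseudomonas aeruginosa culture filtrate used as stimulus; plate controls were PAF-stimulated DMSO wells for no effect and unstimulated DMSO wells for full effect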
TRPM1 prom inh – inhibitors of MITF-driven TRPM1 promoter in melanoma cells | AID 488899 | hit rate 0.83% among 330,000 | SK-MEL-5 TRPM1 promoter luciferase, 24 h | inhibition, % at 12.5 µM;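 active means mean inhibition across replicates of 60% or more, whatever share of single replicates reaches that level; inconclusive means some that reach 60%, reason not given; inactive means mean inhibition across replicates below 60%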; further: values of inactives mirror those of a sister screen read the other way
Vif inh – inhibitors of HIV Vif | HEK293T cells, Vif self-association by quenched fluorescence, imaging, 24 h | inhibition, % at 7.49 µM | hit rate 0.35% among 340,000; in the data active means inhibition above about 50%, passing the limit was not always enough; inconclusive means no clear call, values can overlap the other calls; inactive means below about 31%; further: some results filed as inactive read as strong as hits
Shn3 inh set2 – reduces Shn3 3'UTR luciferase signal in osteoblasts | hit rate 0.52% among 360,000 | Clone20 osteoblast Shn3 3'UTR firefly luciferase, 24 h | inhibition, % at 12.5 µM;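 active means mean inhibition of at least 75% with every replicate also reaching 75%; inconclusive means mean inhibition at least 75% but some replicate below; inactive means mean inhibition below 75%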;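 further: 0% = median of neutral control wells and 100% = pilot-screen positive control compound; some compounds past the cut are filed as inactive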
NR2E3 ag-2 – agonists of human NR2E3 nuclear receptor. Q9Y5X4. CHO-S Gal4-NCOR/VP16-NR2E3 two-hybrid, luciferase. inhibition of corepressor binding, % at 3.98 µM. hit rate 0.35% among 360,000. AID 602229;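 active means inhibition above the mean of all tested compounds plus 3 SD, cut at about 70% in these data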;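 further: 0% = DMSO with NR2E3 transfected cells and 100% = cells lacking NR2E3 construct; higher means lower luciferase signal from less NR2E3 corepressor binding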
HIF-2a block – inhibitors of HIF-2a | inhibition, % at 18.8 µM | 786-0 RCC cells HIF-2a reporter, luciferase luminescence, overnight | hit rate 0.72% among 360,000;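 active means inhibition of the luminescence signal of 40% or more relative to plate controls, in a single-dose primary screen at 18.75 µM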
KKLEB cytotox – counter-screen for CF NF-kB inhibitors: cytotoxicity. KKLEB CF airway cells viability, ATPlite luminescence, overnight; hits give low values; cells stimulated with P. aeruginosa culture filtrate. activity change (cytotoxicity), % at 5 µM. hit rate 0.36% among 360,000. AID 602141;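 active means corrected activity change at or below -50% at 5 µM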
Peg3 promoter – Peg3 promoter activity inhibition. HeLa PEG-Prom luciferase reporter, luminescence, overnight. inhibition, % at 20 µM. hit rate 1.7% among 360,000;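 active means inhibition of at least 50% at 20 µM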
CaV13 FRET inh – Disruptors of the CACNA1D IQ motif to Ca2+-dependent inactivation inhibitor domain association, primary screening, Förster resonance energy transfer in intact living …; inhibition, % at 12.3 µM; HEK cells, CFP/YFP FRET ICDI-IQ, plate reader, 10 min; percent FRET-ratio fall versus neutral wells; hit rate 0.098% among 340,000;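 active means mean replicate inhibition of at least 30% and at least 1% of replicates passing that level; inconclusive means only one of the two criteria is met; inactive means neither criterion is met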;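 further: 0% = median of the neutral control wells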
* marks the source's active call; other numbers are inactive results; ? = inconclusive; . = not tested or not shown.

structure	PDI inh	NR2E3 ag-1	CF NFkB block	TRPM1 prom inh	Vif inh	Shn3 inh set2	NR2E3 ag-2	HIF-2a block	KKLEB cytotox	Peg3 promoter	CaV13 FRET inh
Cc1nc(C)c(C(=O)NNC(=O)Nc2ccc(Cl)cc2)s1	-15	0	-12	-2	.	-24	-13	21	17	12	2
O=C(Nc1cccc(S(=O)(=O)NC2=NCCC2)c1)c1ccc(OC(F)F)cc1	3	3	6	-15	7	5	5	7	-1	-30	-2
Nn1c(Cc2ccccc2F)nnc1SCn1nnc2ccccc2c1=O	0	2	8	-12	-4	6	-17	-14	-2	-9	-5
CCc1ccc(/C=C2/C(=O)N(C)C(=S)N2CC(=O)OC)s1	-4	4	-12	2	1	-7	-4	-1	4	6	-19
O=C(CCN1C(=O)c2cccc3cccc(c23)C1=O)Nc1ccon1	5	1	-31	-11	22	-12	1	-13	9	-5	-4
O=C(Nc1ccc(S(=O)(=O)N2CCOCC2)cc1)c1cc([N+](=O)[O-])ccc1Cl	2	4	-6	-6	0	0	6	18	-1	23	-5
COc1ccc(CNC(=O)C(=O)NCCCn2ccnc2)cc1	-1	-4	12	4	5	13	0	27	3	7	-2
Cc1cc(C)nc(SCCN2CCOCC2)n1	0	-3	-3	1	?	6	1	4	1	16	-5
Cn1c(=O)c2c(nc(Oc3ccccc3)n2C)n(C)c1=O	5	0	17	0	-7	9	-8	3	0	0	.
O=[N+]([O-])c1cccnc1N1CCC(c2cc(-c3ccc(Cl)cc3)n[nH]2)CC1	-1	-3	7	18	-23	1	-10	-49	4	2	-3
O=C(CN1C(=O)NC2(CCCC2)C1=O)Nc1cccc(Cl)c1	2	3	12	4	-4	-6	4	10	6	9	-8
C/C(=N/NC(=O)c1sc(NS(=O)(=O)c2ccccc2)nc1C)c1ccc(F)cc1	-6	4	23	2	1	-3	-21	29	-2	18	-15
Cc1csc(NC(=O)CSc2nnc(C)n2Cc2ccco2)n1	-4	3	10	17	-6	0	-3	11	-4	14	-5
CC(=O)NNc1nc(-c2ccccc2)cs1	-1	-2	2	7	4	12	-13	17	3	6	-5
COc1ccc(C2C(C(=O)N3CCCCC3)CCC(=O)N2c2cc(OC)c(OC)c(OC)c2)cc1 (configuration not stated)	1	-4	7	-5	10	-7	-15	10	2	-9	.
CN(C)c1ccc(-c2noc(C3CCN(S(=O)(=O)c4cccc(Cl)c4)CC3)n2)cc1	5	0	-12	17	-8	72	29	-7	5	4	-8
COc1cc2c(cc1OC)CN(C(=S)Nc1ccccc1)CC2	13	0	4	-5	0	20	9	-3	0	-5	-8
NC(=O)c1ccsc1NC(=O)COC(=O)CCOc1ccccc1	8	-3	5	-1	2	4	3	9	2	9	-18
Cc1nn(CC(=O)N2CCN(Cc3ccccc3)CC2)c(=O)c2ccccc12	1	3	7	8	0	-4	-13	11	-2	14	-4
CC(C)N1CC(C(=O)Nc2ccc(S(=O)(=O)N3CCCCC3)cc2)CC1=O (configuration not stated)	-7	-1	-5	-6	-2	9	4	4	-2	0	-7
CCOC(=O)CC(=O)CSc1nc2c(cc1C#N)CCCCCC2	-5	2	-1	1	0	-32	-12	-79	1	-32	-4
CCOC(=O)N/N=C(/c1ccccc1)C1CCCCC1	-2	3	11	5	3	1	-14	9	0	12	-4
CC1=C(C(=O)N(C(C)C)C(C)C)CC(CC(=O)NCc2cccc3ccccc23)C(=O)N1CCC1=CCCCC1 (configuration not stated)	.	.	13	.	.	11	-9	-12	-16	29	-4
Cc1cc2n(n1)C(c1ccco1)Nc1ccccc1-2 (configuration not stated)	-5	0	-36	-8	-19	1	-21	-12	2	-3	-4
CC(C)(C)c1csc(NC(=O)c2ccccc2O)n1	2	2	9	-34	-15	-15	-107	-270	5	-193	-2
O=C(Nc1ccc(F)cc1)NC1(C(=O)NCc2ccc3c(c2)OCO3)CCCCC1	19	0	-2	8	1	-1	9	29	1	1	-7
CCCCn1nnc(N(C(=O)c2cccs2)C(=O)c2cccs2)n1	-2	.	4	-37	-4	-21	-44	-193	-4	-101	5
COC(=O)c1ccc(NC(=O)Nc2ccc3c(c2)OCO3)cc1	-7	-1	17	-67	-2	-42	-55	-220	3	-317	.
CC(C)C[C@H]1CN([C@@H](Cc2ccc(O)cc2)CN2CCC[C@@H]2CN2C(=O)C(=O)NC[C@@H]2Cc2ccccc2)C(=O)C(=O)N1CC1CCCCC1	0	.	10	4	.	-8	3	1	-2	9	-5
CCN1CCN(c2ccc(S(=O)(=O)N3CCCCC3)cc2NC(=O)c2cccc(Cl)c2)CC1	-15	0	4	-16	8	18	-12	9	-3	11	-6
CC(C)(C)NCC(O)COCc1ccc(Cl)cc1 (configuration not stated)	14	-2	0	8	39	-8	-1	20	-2	4	0
Cc1ncc2c(n1)-c1cc(F)ccc1SC2	-7	3	5	16	-1	12	-3	8	3	16	-3
OC(C#CCCN1CCCCC1)(c1ccccc1)C1CCCCC1 (configuration not stated)	2	3	-2	-22	8	-2	-38	4	2	16	-4
C[C@H](CO)N1C[C@H](C)[C@H](CN(C)S(=O)(=O)c2cn(C)cn2)OCc2cnnn2CCCC1=O	-3	.	0	.	-4	-9	12	6	-6	8	-4
O=C(Nc1nccs1)c1ccc(COc2ccccc2Cl)o1	4	-2	2	-38	-2	30	-9	-229	3	-144	-7
O=S1(=O)CCC(NC(=S)Nc2ccc3ccccc3c2)C1 (configuration not stated)	7	3	-8	10	1	.	-42	-158	-2	-77	-4
CCOc1ccc(C(=O)NC2CCN(S(=O)(=O)c3ccccc3)CC2)cc1	7	5	-9	5	-4	9	4	7	-3	15	-3
O=C(CCn1nc(-c2ccc(Cl)cc2)c2ccccc2c1=O)NCC1CCCO1 (configuration not stated)	1	-3	-8	1	9	15	12	10	3	16	-3
Cc1cc(C(=O)CSc2nnc(NCc3ccccc3)s2)c(C)n1C	5	4	-1	13	11	-10	-138	-16	-5	1	-5
Cc1ccc(S(=O)(=O)NC(C)C(=O)Nc2ccccc2C(=O)N2CCCC2)cc1 (configuration not stated)	9	-3	-17	7	4	15	13	4	5	13	-4
COc1ccc(N(CC(=O)NCCSC2CCCCC2)S(=O)(=O)c2ccccc2)c(OC)c1	?	-2	-4	5	-1	15	10	-147	-21	-44	-2
CCN(CC)S(=O)(=O)c1cccc(NC(=O)Nc2cccc(C(F)(F)F)c2)c1	4	-1	63*	35	-17	65	75*	41*	-31	46	-3
COc1cc(CN2CC(=O)N(c3cccc(Cl)c3C)C2=S)cc(OC)c1OC	-2	0	15	4	-1	26	11	29	0	7	-20
COc1ccc(Cn2c(C3CC3)nc3ccc(NC(C)=O)cc3c2=O)cc1	0	3	9	-56	-3	-72	-127	-248	2	-221	.
CC(C)CC(=O)NNC(=O)C(C)C	3	1	4	5	1	1	1	11	4	-1	-3
CCC(=O)Nc1ccccc1Nc1cc(C#N)c(C#N)cc1[N+](=O)[O-]	-2	-1	-5	32	4	5	4	14	-2	12	.
COC(=O)/C=C/C(=O)N1CCN(c2ccccc2C)CC1	21	1	0	-8	0	-22	7	11	-6	9	-3
COC(=O)CCCCCCCCC(O)C[N+]1(C)CCOCC1 (configuration not stated)	9	-2	-14	.	1	-15	-17	21	7	-1	-5
O=C(Nc1ccccc1N1CCN(c2ccc(F)cc2)CC1)C12CC3CC(CC(C3)C1)C2	0	0	18	-7	-3	10	-9	20	-3	5	-5
CCCCn1c(=O)c2c(nc3n2CCCN3Cc2ccccc2)n(C)c1=O	-7	.	-9	-6	-5	6	11	9	-4	12	-20
CC(=O)NS(=O)(=O)c1ccc(NC(=O)/C=C/c2ccccc2)cc1	-3	-4	9	0	2	1	-28	12	-4	-3	-2
COc1ccccc1NC(=O)CSC(N)=O	4	4	-14	11	-3	-12	3	8	10	1	.
CCOc1ncccc1C(=O)N1CCN(S(=O)(=O)c2ccc3c(c2)OCCO3)CC1	1	1	3	-13	2	-1	9	6	18	1	-3
COc1ccc(C(=O)O)cc1S(=O)(=O)NCc1cccnc1	-6	3	-4	8	-7	-20	-1	18	-3	8	-3
Cc1[nH]c2ccccc2c1/C=C/c1nc2ccccc2c(=O)[nH]1	7	-2	10	-94	-6	.	-35	-280	-3	-149	-2
CC(=O)Nc1nc(C(=O)Nc2c(C)n[nH]c2C)cs1	2	4	16	10	.	-21	5	-4	-8	13	-9
O=C(NC1CCCN(Cc2ccc(Cl)cc2)C1)c1c(F)cccc1F (configuration not stated)	-5	-1	4	-7	-9	-13	2	19	1	7	-6
COc1ccc(/C=C2\C(=O)NC(=S)N2C(=O)c2ccc(F)cc2)cc1	3	-3	-1	11	-10	-26	-95	-40	-2	-20	-5
Cn1c(=O)cc(OCCCC(=O)Nc2cccc(Cl)c2)c2ccccc21	-3	.	-132	.	?	3	-8	-168	11	-10	-6
CC(=O)CCC(=O)NC1CCCc2c1cnn2-c1ccc(C(C)(C)C)cc1 (configuration not stated)	-4	-1	10	12	-14	57	7	8	-15	-3	-1

(further entries)
structure	PDI inh	NR2E3 ag-1	CF NFkB block	TRPM1 prom inh	Vif inh	Shn3 inh set2	NR2E3 ag-2	HIF-2a block	KKLEB cytotox	Peg3 promoter	CaV13 FRET inh
CCN(CC)S(=O)(=O)c1cccc(C(=O)Nc2nnc(C)s2)c1	-1	0	4	3	2	-21	-24	3	-4	-5	-6
NS(=O)(=O)c1ccc(NC(=O)COC(=O)COc2ccc(Br)cc2)cc1	7	1	9	-5	-1	18	13	9	-12	6	-2
CCc1cc(-c2nc(N)ncc2-c2ccc(Br)cc2)c(O)cc1OC	9	6	5	8	-8	32	18	17	-4	14	-1
CC1CCN(C(=O)C2CCCCN2S(=O)(=O)c2cccc([N+](=O)[O-])c2)CC1 (configuration not stated)	-5	-3	-6	12	7	10	-9	10	5	25	-4
Cc1nn(CC(=O)OCC(=O)Nc2cccc(S(N)(=O)=O)c2)c(C)c1[N+](=O)[O-]	8	.	-1	-5	14	-7	-12	13	-33	-11	-6
CC(=O)Oc1ccccc1C(=O)Nc1ccccc1	-1	2	-1	-42	4	-68	-59	-183	7	-159	-4
CCCCN(C(=O)Cc1ccc2c(c1)OCCO2)c1c(N)n(CC(C)C)c(=O)[nH]c1=O	2	.	11	-2	.	1	-6	1	-2	8	-15
CCOc1ncccc1C(=O)Nc1ccccc1F	13	-2	13	-21	-2	-18	-16	-10	-17	-3	-5
COc1cc(C2CC(c3cccnc3)=NN2c2ccc(F)cc2)cc(OC)c1OC (configuration not stated)	3	2	-29	-3	-2	-3	8	-3	-3	8	-7
CC1Cc2nc(SCC(=O)c3ccccc3)n(Cc3ccccc3)c(=O)c2S1 (configuration not stated)	.	5	0	.	-9	24	4	-164	9	-58	-4
